PRC2 inh = EZH2 (human) methyltransferase inhibition | AID 651548 | 0.35% of 57,000 active | inhibition, % at 12.5 µM | Q15910 | PRC2 H3K27 methylation, DELFIA TRF, 1 h;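 active = mean inhibition of replicates at least 50% and every single replicate also reaching 50%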;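 also: dimethyl H3K27 on biotinylated H3 21-44 peptide detected by antibody; plate controls were median neutral control wells for no effect and median positive control wells for full effect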
IDH1 R132H inh = IDH1 R132H (human) inhibition; IDH1 R132H reductase, diaphorase/resazurin fluorescence, 60 min; O75874; inhibition, % at 10 µM; 0.18% of 70,000 active; in the data active = inhibition above about 34%;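 also: 0% = DMSO and 100% = no enzyme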
Target sequence (O75874 whole entry R132H): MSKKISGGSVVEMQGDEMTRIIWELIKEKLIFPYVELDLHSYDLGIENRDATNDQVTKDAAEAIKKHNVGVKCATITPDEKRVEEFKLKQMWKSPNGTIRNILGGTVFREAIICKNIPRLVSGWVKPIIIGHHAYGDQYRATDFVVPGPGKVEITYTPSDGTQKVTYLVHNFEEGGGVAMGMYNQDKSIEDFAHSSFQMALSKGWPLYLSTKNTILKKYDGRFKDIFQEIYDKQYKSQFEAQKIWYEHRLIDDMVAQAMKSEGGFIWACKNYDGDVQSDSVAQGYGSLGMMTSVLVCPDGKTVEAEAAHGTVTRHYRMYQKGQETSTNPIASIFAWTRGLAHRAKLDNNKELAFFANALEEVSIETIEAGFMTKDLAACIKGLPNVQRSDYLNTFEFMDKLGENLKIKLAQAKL
* hit, by the source's call; / = no result given.

SMILES	PRC2 inh	IDH1 R132H inh
C[C@@H]1CN([C@@H](C)CO)S(=O)(=O)c2ccc(-c3cccc(F)c3)cc2O[C@@H]1CN(C)C(=O)c1cccc(F)c1	/	0.3
CC(C)NS(=O)(=O)c1ccc(OCC(=O)N2CCOCC2)c(Cl)c1	/	0.7
CCC(=O)N(C)C[C@@H]1Oc2ncc(C#CC(C)(C)O)cc2C(=O)N([C@@H](C)CO)C[C@@H]1C	-14	0.5
C[C@H]1CN([C@@H](C)CO)C(=O)c2cc(C#CC(C)(C)O)cnc2O[C@@H]1CN(C)C(=O)C1CC1	16	/
CNC[C@H]1Oc2ccc(NC(=O)c3ccncc3)cc2C(=O)N([C@@H](C)CO)C[C@H]1C	2	-0.1
C[C@H](CO)N1C[C@H](C)[C@H](CN(C)Cc2ccccc2)Oc2cc(/C=C/c3ccccc3)ccc2S1(=O)=O	9	-0.5
CC(C)CC#Cc1cnc2c(c1)C(=O)N([C@H](C)CO)C[C@H](C)[C@H](CN(C)C(=O)Cc1ccncc1)O2	/	0.0
C=C(COC(=O)C(C)C)C1Oc2cc(C(C)=O)ccc2C1OC(=O)C(C)C (stereo not given)	/	-0.5
C[C@H](CO)N1C[C@H](C)[C@H](CN(C)S(C)(=O)=O)Oc2c(NC(=O)Nc3ccccc3)cccc2C1=O	3	-2.2
Cc1ccc(S(=O)(=O)N[C@@H]2CC[C@H](CC(=O)NC3CCCCC3)O[C@H]2CO)cc1	-6	0.3
COc1ccc(CN(C)C[C@H]2Oc3c(NS(=O)(=O)c4ccc(Cl)cc4)cccc3C(=O)N([C@H](C)CO)C[C@H]2C)cc1	-4	1.1
Cc1ccc(-c2ccc3c(c2)O[C@H](CN(C)Cc2ccccn2)[C@@H](C)CN([C@H](C)CO)S3(=O)=O)cc1	14	0.2
COC(=O)c1ccc(C2C(Oc3ccc(OC)cc3)C(=O)N2Cc2ccc(F)cc2)cc1 (stereo not given)	51*	-0.1
CCc1ccc(-c2nc3cc(NC(=O)COc4ccccc4[N+](=O)[O-])ccc3o2)cc1	5	0.3
COc1ccc(NC(=O)Nc2ccc3c(c2)[C@@H]2C[C@@H](CC(=O)NC4CCCC4)O[C@@H](CO)[C@@H]2O3)cc1	23	0.1
C[C@H](CO)N1C[C@H](C)[C@H](CN(C)Cc2cccnc2)Oc2ncc(-c3cccc(F)c3)cc2C1=O	/	2.6
C[C@H](CO)N1C[C@H](C)[C@@H](CN(C)C(=O)c2cccc(F)c2)Oc2ncc(/C=C/c3ccccc3)cc2C1=O	/	0.2
O=C1CC(=Nc2ccc(F)c(C(F)(F)F)c2)c2ccccc2C1=O	3	1.5
O=C(O)CCCCCCC(=O)N/N=C/c1ccc(Br)s1	1	/
Cc1noc(C)c1NC(=O)N[C@H]1C=C[C@@H](CC(=O)Nc2ccc(-c3ccccc3)cc2)O[C@@H]1CO	-9	0.3
C[C@@H]1CCCCO[C@@H](CN(C)CC2CCCCC2)[C@H](C)CN([C@@H](C)CO)C(=O)c2cc(NC(=O)Nc3cccc4ccccc34)ccc2O1	/	-0.7
CC(C)NC(=O)Nc1ccc2c(c1)C(=O)N([C@H](C)CO)C[C@@H](C)[C@@H](CN(C)C(=O)NC(C)C)OCCCC[C@@H](C)O2	-22	/
Clc1ccc(OCCCCSc2ncccn2)cc1	28	0.0
C[C@@H]1CN([C@@H](C)CO)S(=O)(=O)c2ccc(-c3cccnc3)cc2O[C@@H]1CN(C)C(=O)c1cccc(F)c1	0	-6.1
CCC(=O)Nc1ccc2c(c1)C(=O)N(C)C[C@H](OC)[C@H](C)CN(C(=O)CC)[C@@H](C)CO2	0	0.2
COc1ccc(S(=O)(=O)N[C@@H]2CC[C@H](CCn3cc(-c4ccccc4F)nn3)O[C@@H]2CO)cc1	2	-0.4
CO[C@H]1CN(C)C(=O)c2ccc(NC(=O)Nc3ccc(Cl)c(Cl)c3)cc2OC[C@H](C)NC[C@H]1C	-46	-0.2
COc1ccc(CN(C)C[C@@H]2OCCCC[C@H](C)Oc3ccc(NC(=O)NC(C)C)cc3C(=O)N([C@H](C)CO)C[C@H]2C)cc1	7	0.9
COC(=O)C[C@H]1C[C@@H]2c3cc(NC(=O)NC4CCCC4)ccc3O[C@@H]2[C@H](CO)O1	2	0.1
O=C(N=NC=C1C=CN(O)C=C1)c1ccccn1	-18	-0.2
C[C@H]1CN([C@@H](C)CO)C(=O)CCCn2cc(nn2)CO[C@H]1CN(C)S(=O)(=O)c1ccc(Oc2ccccc2)cc1	4	-0.3
C[C@H](CO)N1C[C@H](C)[C@@H](CN(C)C(=O)Nc2cccc3ccccc23)OCCCC[C@H](C)Oc2ccc(NS(=O)(=O)c3cn(C)cn3)cc2C1=O	/	1.8
Cc1cccc(CN(C)C[C@H]2OCc3cnnn3CCCC(=O)N([C@@H](C)CO)C[C@H]2C)c1	-2	0.1
Cn1c(SCC(=O)Nc2ccc(F)cc2)nnc1-c1ccc([N+](=O)[O-])cc1	12	-0.6
CNC[C@H]1Oc2ccc(NC(=O)Cc3ccccc3)cc2C(=O)N([C@H](C)CO)C[C@H]1C	-4	0.0
C[C@@H]1CN([C@@H](C)CO)C(=O)c2cc(NC(=O)c3ccccc3)ccc2O[C@@H](C)CCCCO[C@H]1CN(C)C(=O)Nc1cccc2ccccc12	/	1.6
CO[C@@H]1CN(C)C(=O)c2cc(NC(=O)C3CCOCC3)ccc2OC[C@@H](C)N(Cc2ccc(F)cc2)C[C@H]1C	-9	-0.2
CNC[C@@H]1OCCCC[C@@H](C)Oc2ccc(NC(=O)CCC(F)(F)F)cc2C(=O)N([C@@H](C)CO)C[C@H]1C	6	3.8
C[C@@H]1CN([C@H](C)CO)C(=O)c2cccc(NC(=O)C3CC3)c2O[C@@H]1CN(C)C(=O)NC1CCCCC1	8	-1.5
COc1ccc2c(c1OC)C(=O)O[C@@H]2[C@H]1c2c(cc3c(c2OC)OCO3)CCN1C	/	-0.4
COCCNC(=O)C[C@H]1C[C@@H]2c3cc(NC(=O)Nc4ccccc4F)ccc3O[C@@H]2[C@@H](CO)O1	1	1.2
CCC(=O)N(C)C[C@@H]1Oc2ncc(C#CC3(O)CCCC3)cc2C(=O)N([C@@H](C)CO)C[C@@H]1C	/	-0.1
C[C@@H]1CN([C@H](C)CO)S(=O)(=O)c2ccc(C#CCN(C)C)cc2O[C@H]1CN(C)C(=O)CC1CC1	/	0.1
O=C(COc1cccc2ccccc12)Nc1ccccc1C(=O)O	2	-2.0
C[C@H](CO)N1C[C@H](C)[C@@H](CN(C)Cc2ccc(C(=O)O)cc2)Oc2cc(C#CCC3CCCC3)ccc2S1(=O)=O	/	4.9
CCCC#Cc1cnc2c(c1)C(=O)N([C@H](C)CO)C[C@H](C)[C@@H](CN(C)C(=O)Nc1cc(F)ccc1F)O2	-6	-0.5
COc1ccccc1NC(=O)N(C)C[C@H]1Oc2ncc(C#CC(C)C)cc2C(=O)N([C@H](C)CO)C[C@@H]1C	-8	0.1
C[C@@H]1CN([C@@H](C)CO)S(=O)(=O)c2ccc(C#CCC3CCCC3)cc2O[C@H]1CN(C)C(=O)CN(C)C	-18	-1.3
Cc1ccccc1-c1ccc2c(c1)O[C@H](CN(C)C(=O)Nc1ccc(F)cc1)[C@@H](C)CN([C@@H](C)CO)S2(=O)=O	-16	-1.1
C[C@@H]1CCCCO[C@@H](CN(C)Cc2ccc(C(F)(F)F)cc2)[C@H](C)CN([C@H](C)CO)C(=O)c2cc(NS(=O)(=O)c3ccc(Cl)cc3)ccc2O1	/	-0.4
CCCN(C)C[C@H]1OCCCC[C@@H](C)Oc2ccc(NS(=O)(=O)c3ccc(C)cc3)cc2C(=O)N([C@@H](C)CO)C[C@H]1C	-6	/
Cc1noc(C)c1S(=O)(=O)Nc1ccc2c(c1)CC(=O)N([C@H](C)CO)C[C@@H](C)[C@@H](CN(C)C(=O)NC1CCCCC1)O2	/	-0.2
CO[C@@H]1CN(C)C(=O)c2cc(NS(=O)(=O)c3ccccc3C)ccc2OC[C@@H](C)NC[C@@H]1C	-6	-0.1
Cc1ccccc1-c1cnc2c(c1)C(=O)N([C@H](C)CO)C[C@@H](C)[C@H](CN(C)Cc1cccnc1)O2	-4	-2.4
CC(C)NC(=O)N(C)C[C@H]1Oc2ccc(NC(=O)c3ccncc3)cc2C(=O)N([C@@H](C)CO)C[C@H]1C	-4	0.0
O=C(CN1CCOCC1)N[C@@H]1CC[C@H](CCn2cc(C3CC3)nn2)O[C@H]1CO	4	0.0
C[C@@H]1CN([C@H](C)CO)C(=O)c2cc(NC(=O)Nc3ccc(C(F)(F)F)cc3)ccc2O[C@H]1CN(C)C	-20	0.6
CCOc1cccc2c(C)nc(Nc3nc4c(c(=O)[nH]3)CCCC4)nc12	/	2.1
CO[C@@H]1CN(C)C(=O)c2cc(NC(=O)Nc3cc(F)ccc3F)ccc2OC[C@@H](C)NC[C@H]1C	-2	0.1
Cc1noc(C)c1C(=O)NCCCn1ccnc1	-3	0.2

As a working copy, part of the list above.
SMILES	PRC2 inh	IDH1 R132H inh
COCCNC(=O)C[C@H]1C[C@@H]2c3cc(NC(=O)Nc4ccccc4F)ccc3O[C@@H]2[C@@H](CO)O1	1	1.2
CCC(=O)N(C)C[C@@H]1Oc2ncc(C#CC3(O)CCCC3)cc2C(=O)N([C@@H](C)CO)C[C@@H]1C	/	-0.1
C[C@@H]1CN([C@H](C)CO)S(=O)(=O)c2ccc(C#CCN(C)C)cc2O[C@H]1CN(C)C(=O)CC1CC1	/	0.1
O=C(COc1cccc2ccccc12)Nc1ccccc1C(=O)O	2	-2.0

Random excerpt: 2 records from the list, in no set order.
SMILES	PRC2 inh	IDH1 R132H inh
COc1ccccc1NC(=O)N(C)C[C@H]1Oc2ncc(C#CC(C)C)cc2C(=O)N([C@H](C)CO)C[C@@H]1C	-8	0.1
Cc1ccccc1-c1ccc2c(c1)O[C@H](CN(C)C(=O)Nc1ccc(F)cc1)[C@@H](C)CN([C@@H](C)CO)S2(=O)=O	-16	-1.1

Sorted by heavy-atom count (high to low): some entries from above
SMILES	PRC2 inh	IDH1 R132H inh
CCCC#Cc1cnc2c(c1)C(=O)N([C@H](C)CO)C[C@H](C)[C@@H](CN(C)C(=O)Nc1cc(F)ccc1F)O2	-6	-0.5
C[C@@H]1CN([C@@H](C)CO)S(=O)(=O)c2ccc(C#CCC3CCCC3)cc2O[C@H]1CN(C)C(=O)CN(C)C	-18	-1.3
C[C@@H]1CN([C@H](C)CO)S(=O)(=O)c2ccc(C#CCN(C)C)cc2O[C@H]1CN(C)C(=O)CC1CC1	/	0.1

The listing continues.
SMILES	PRC2 inh	IDH1 R132H inh
N/C(CS(=O)(=O)Cc1ccc(F)cc1)=N\O	-14	0.9
C[C@H]1C=C(C(=O)N2CCN(Cc3ccccc3)CC2)O[C@@H](OCc2ccc(CO)cc2)C1	2	/
COc1ccccc1C#Cc1cnc2c(c1)C(=O)N([C@@H](C)CO)C[C@@H](C)[C@@H](CN(C)C(C)=O)O2	/	-0.2
O=C(CSc1nc2ccccc2c(=O)n1-c1ccc(Cl)cc1)Nc1ccccc1[N+](=O)[O-]	-14	0.4
CC(C)NC(=O)N(C)C[C@@H]1Oc2ccc(NC(=O)Cn3cnnn3)cc2C(=O)N([C@@H](C)CO)C[C@@H]1C	/	1.9
C[C@@H]1CN([C@H](C)CO)C(=O)c2cc(N(C)C)ccc2O[C@@H](C)CCCCO[C@H]1CN(C)C(=O)CCC(F)(F)F	-11	0.0
COCCOC(=O)N1C(=O)[C@@]2(c3cc(C#Cc4ccc(OC)cc4)ccc31)[C@H](c1ccc(O)cc1)N1[C@H](c3ccccc3)[C@H](c3ccccc3)OC(=O)[C@H]1[C@@H]2C(=O)NC[C@H](O)c1ccccc1	-17	0.4
C[C@H](CO)N1C[C@H](C)[C@@H](CN(C)C(=O)Nc2ccc3c(c2)OCO3)Oc2ccc(NC(=O)Nc3ccc(F)cc3)cc2C1=O	/	-1.0
CN(CCO)c1ccc(/C=N/NC(=O)c2ccccc2O)cc1	10	0.2
Cc1noc(C)c1S(=O)(=O)Nc1ccc2c(c1)CC(=O)N([C@H](C)CO)C[C@@H](C)[C@H](CN(C)S(=O)(=O)c1ccccc1)O2	/	-1.8
CO[C@@H]1CN(C)C(=O)c2cc(NS(=O)(=O)c3ccccc3C)ccc2OC[C@@H](C)NC[C@H]1C	9	0.0
CC(=O)Nc1ccc(NC(=O)Cn2ccc([N+](=O)[O-])n2)cc1	8	-0.2
O=C(Nc1ccc(F)cc1)N[C@@H]1CC[C@H](CCNC(=O)c2cc(Cl)cc(Cl)c2)O[C@@H]1CO	-24	0.2
CCCC#Cc1cnc2c(c1)C(=O)N([C@H](C)CO)C[C@@H](C)[C@@H](CN(C)Cc1ccc(C(=O)O)cc1)O2	3	-6.0
C[C@@H]1CN([C@H](C)CO)C(=O)CCCn2cc(nn2)CO[C@H]1CN(C)S(=O)(=O)c1ccc(-n2cccn2)cc1	/	-2.0
C[C@H](CO)N1C[C@H](C)[C@H](CN(C)C(=O)c2cccnc2)Oc2ncc(C#CCN(C)C)cc2C1=O	/	0.1
O=C(Cc1ccncc1)Nc1ccc2c(c1)[C@H]1C[C@@H](CC(=O)NC3CCCC3)O[C@@H](CO)[C@H]1O2	1	-0.3
CC(C)NC(=O)Nc1ccc2c(c1)C(=O)N([C@H](C)CO)C[C@H](C)[C@H](CN(C)C(=O)Nc1ccc(C(F)(F)F)cc1)OCCCC[C@H](C)O2	/	4.2
C[C@H]1CN([C@@H](C)CO)C(=O)Cc2cc(NC(=O)NC3CCCCC3)ccc2O[C@H]1CN(C)Cc1ccc(Oc2ccccc2)cc1	/	0.5
CCOC(=O)c1cc2c(c(-c3cccc(C#CCN(C)C)c3)n1)[C@@H](CCO)N(S(=O)C(C)(C)C)C2 (stereo not given in full)	-5	-0.1
COc1ccc(CN(C)C[C@H]2OCCCC[C@H](C)Oc3ccc(NC(=O)CCCN(C)C)cc3C(=O)N([C@H](C)CO)C[C@H]2C)cc1	/	-0.3
Cc1noc(C)c1NC(=O)Nc1ccc2c(c1)C(=O)N([C@H](C)CO)C[C@@H](C)[C@H](CN(C)S(=O)(=O)c1cccs1)OCCCC[C@@H](C)O2	/	1.1

Screens: PubChem, Broad Institute

An excerpt; count on the stated rates, not on these rows.
